Screening data (PubChem)
G9a block: blocks human histone lysine methyltransferase G9a. Q96KQ7. G9a H3K9 monomethylation, AlphaScreen, 2 h. 8.8% of 350,000 active. Potency, µM (top dose mostly 102 µM), inactives show at the top dose activity, negative = inhibition, usual class: inhibitors; also: % is scaled to controls: 0 for no effect and ±100 for the full control effect; nearly all actives have a fitted effect of over 75% in size
Target sequence (Q96KQ7 913-1193 limits assumed): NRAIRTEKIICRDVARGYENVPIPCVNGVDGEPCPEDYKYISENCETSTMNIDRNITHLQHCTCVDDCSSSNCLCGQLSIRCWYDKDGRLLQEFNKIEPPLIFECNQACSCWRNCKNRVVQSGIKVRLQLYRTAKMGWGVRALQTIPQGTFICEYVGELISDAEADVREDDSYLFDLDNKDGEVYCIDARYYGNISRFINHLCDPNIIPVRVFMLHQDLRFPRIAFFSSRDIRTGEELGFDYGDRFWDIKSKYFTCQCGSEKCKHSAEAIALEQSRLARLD
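Readings reflect AlphaScreen signal from monomethyl-H3K9 antibody detection. HMT at 20 nM; substrate b-H3K9 500 nM; cofactor SAM 20 uM; 2 h RT reaction; compounds tested as titrations in qHTS with 15 min preincubation.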
Pol iota inh: blocks human DNA polymerase iota activity; 1% of 390,000 active; Potency, µM (doses to about 115 µM), for the others: at the top dose activity, negative = inhibition, hits mostly inhibitors; Pol iota fluorescent replication assay, 10 min
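Fluorescent replication assay read twice, at 0 min and 10 min after adding 50 nM (final) substrate. Enzyme (10 nM) and compounds were first incubated 15 min at room temperature; enzyme-free buffer wells were negative controls.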
POLB inh: inhibitors of human DNA polymerase beta. P06746. Pol beta primer extension/strand displacement, fluorescence kinetic. Potency, µM (highest dose often 114 µM), for inactives: top-dose activity change, negative = inhibition, usual class: inhibitors. 1.3% of 340,000 active. AID 485314; also: % is scaled to controls: 0 for no effect and ±100 for the full control effect
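10 nM enzyme + cpd, 15 min RT; start with substrate 50 nM final; read 0 min and after 10 min RT. Corrected, normalized data; 4-parameter Hill curve fit.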
BAZ2B block: BAZ2B (human) inhibition. AID 504333. AlphaScreen BAZ2B-H3K14Ac peptide displacement. 4.4% of 360,000 active. Q9UIF8. Potency, µM (highest dose often 114 µM), without a hit: at the top dose activity change, negative = inhibition, most hits filed as inhibitors; also: % is scaled to controls: 0 for no effect and ±100 for the full control effect; nearly all actives have a fitted effect of over 60% in size
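Compounds, titrated to a top concentration of 110 uM, were incubated 30 min at room temperature with preformed BAZ2B/acetyl-K14 H3 peptide complex (50 nM each). Proximity signal was measured by AlphaScreen after 20 min with beads.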
Pol eta inh: blocks human DNA polymerase eta activity. Q9Y253. Potency, µM (titrated, usually from 114 µM), inactives show at the highest dose activity change, negative = inhibition, actives largely listed as inhibitors. recombinant Pol eta, fluorescent DNA replication assay. 1.2% of 390,000 active; also: % is scaled to controls: 0 for no effect and ±100 for the full control effect
Target sequence (Q9Y253 whole entry, looked up): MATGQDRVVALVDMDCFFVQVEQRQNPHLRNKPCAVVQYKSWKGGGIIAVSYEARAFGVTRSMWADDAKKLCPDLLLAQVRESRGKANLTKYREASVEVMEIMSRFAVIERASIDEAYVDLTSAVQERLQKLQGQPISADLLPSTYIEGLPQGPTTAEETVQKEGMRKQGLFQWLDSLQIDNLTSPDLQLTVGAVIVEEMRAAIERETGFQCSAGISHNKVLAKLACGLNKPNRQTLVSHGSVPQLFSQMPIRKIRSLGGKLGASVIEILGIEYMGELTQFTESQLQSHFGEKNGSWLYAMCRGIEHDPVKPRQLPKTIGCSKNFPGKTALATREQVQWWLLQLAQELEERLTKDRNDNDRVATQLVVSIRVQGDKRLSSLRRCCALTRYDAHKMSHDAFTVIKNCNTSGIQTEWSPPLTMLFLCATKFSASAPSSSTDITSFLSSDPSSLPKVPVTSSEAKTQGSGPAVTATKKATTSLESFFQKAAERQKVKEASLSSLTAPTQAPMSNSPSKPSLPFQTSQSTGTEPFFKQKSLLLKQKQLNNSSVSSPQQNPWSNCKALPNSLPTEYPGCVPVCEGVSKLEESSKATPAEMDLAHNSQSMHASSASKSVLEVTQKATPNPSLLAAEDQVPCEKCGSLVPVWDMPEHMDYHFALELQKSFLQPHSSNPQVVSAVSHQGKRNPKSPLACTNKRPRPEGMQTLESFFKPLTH
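Pol eta (10 nM) was preincubated with compounds for 15 min at room temperature, after which fluorescent replication substrate (50 nM final) was added to start the reaction. Fluorescence was read kinetically at 0 and 10 min.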
APEX1 inh: APE1 (human) endonuclease inhibition; P27695; recombinant APE1, TAMRA/BHQ-2 abasic DNA cleavage fluorescence; Potency, µM (highest dose often 65.8 µM), inactives show at the top dose activity change, negative = inhibition, most hits filed as inhibitors; 0.35% of 350,000 active;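 also: plate controls were vehicle for no effect and reference inhibitor for full effect; nearly all actives have a fitted effect of over 55% in size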
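Enzyme (0.75 nM final) and test compound are incubated 15 min at room temperature before adding 50 nM quenched THF abasic-site duplex. Cleavage dequenches TAMRA, followed at 525/598 nm over three reads one minute apart.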
Apoferritin bind: candidate novel general anesthetic via apoferritin binding; AID 485281; P02791; 0.074% of 350,000 active; Potency, µM (top dose mostly 77.5 µM), without a hit: top-dose activity change, negative = displacement, actives largely listed as inhibitors; apoferritin/1-aminoanthracene competitive binding, fluorescence; also: % is scaled to controls: 0 for no effect and ±100 for the full control effect; nearly all actives have a fitted effect of over 20% in size
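Probe: 1-aminoanthracene (50% saturated, PBS). Protein: horse-spleen apoferritin, 10 uM. Incubation: 10 min, room temperature. Detection: 380 nm excitation, 535 nm emission. Analysis: normalized response, four-parameter Hill.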
POLK inh: DNA polymerase kappa (human) inhibition | purified Pol kappa, fluorescent DNA synthesis assay, 10 min | 0.53% of 400,000 active | AID 588579 | Potency, µM (titrated, usually from 107 µM), inactives show at the highest dose activity, negative = inhibition, most hits filed as inhibitors | Q9UBT6; also: % is scaled to controls: 0 for no effect and ±100 for the full control effect
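Readout: fluorescence, taken kinetically at 0 and 10 min. Conditions: 10 nM Pol kappa, 15 min RT compound preincubation, 50 nM substrate final. Controls: enzyme-free buffer wells.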
BLM inh: Bloom syndrome helicase (human) inhibition; P54132; recombinant BLM DNA unwinding, fluorescence dequenching; Potency, µM (top dose mostly 56.1 µM), for the others: at the top dose activity change, negative = inhibition, most hits filed as inhibitors; 0.2% of 350,000 active; AID 2528;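 also: plate controls were vehicle for no effect and no enzyme for full effect; nearly all actives have a fitted effect of over 35% in size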
Active calls of the source: *; ? = inconclusive; nt = not tested or not shown; [ ] = remark or other dose. Calls follow the shape of the dose curve; as a rule, active = well fitted curve in the direction sought with a large enough effect; inconclusive = small, poorly fitted or top-dose-only effect, or another doubt; inactive = no such curve, though single readings can be large; an effect the other way counts as inactive or inconclusive. Potency is read from the fitted curve at half-maximal effect. The list is partial, so the mix of outcomes need not match the whole.

| cpd | SMILES | G9a block | Pol iota inh | POLB inh | BAZ2B block | Pol eta inh | APEX1 inh | Apoferritin bind | POLK inh | BLM inh |
| --- | --- | --- | --- | --- | --- | --- | --- | --- | --- | --- |
| 1 | C/C(=N\NC(=O)c1nnn(-c2nonc2N)c1-c1ccc2c(c1)OCO2)c1ccccc1 | -1%[0.0925 µM] | 19% | 3% | -1% | 8% | -8% | -14% | -8% | 1% |
| 2 | COCCCNC(=O)C(=O)Nc1c2c(nn1-c1cccc(Cl)c1)CSC2 | 8%[59 µM] | 21% | 15% | 1% | -2% | nt | -16% | -5%[60.1 µM] | -1% |
| 3 | O=C(Nc1ccccc1C(=O)O)c1cc(S(=O)(=O)Nc2ccccc2)ccc1Cl | -10%[0.501 µM] | 14% | 0% | 4% | 2% | 16% | -3% | -10% | 3% |
| 4 | Nc1c(-c2nc(-c3ccc4c(c3)OCO4)cs2)c2ccccn2c1C(=O)c1ccc(Cl)cc1 | 2%[59 µM] | 9% | -1% | -10% | nt | nt | 9% | -16% | -3% |
| 5 | COc1ccc(/C=N\NC(=O)c2ccc(F)cc2)cc1COc1ccccc1C(N)=O | 35µM* | 18% | -27% | -23% | 3% | 7% | -7% | -4% | -1% |
| 6 | COc1ccccc1CNC(=O)[C@H](C)NC(=O)C1CCN(C(=O)[C@@H](N)Cc2ccccc2)CC1 | 1% | 20% | -24% | -26% | -14% | 42% | -4% | 6% | -1% |
| 7 | CCOC(=O)c1cnc2cc(-c3ccc(C)cc3)nn2c1-c1ccccc1 | 52%[activator] | -1% | 14% | -30% | -17% | -3% | -11% | -15% | -9% |
| 8 | Cc1cc(C(F)(F)F)nn1Cc1n[nH]c(=S)n1Cc1ccccc1 | 1.8µM* | 8% | 14% | 5% | -14% | 3% | -8% | 13% | 2% |
| 9 | N/C(COc1ccccc1)=N\NC(=O)c1cccnc1Oc1ccccc1 | 33%[59 µM] | -4% | -1% | 15% | -15% | 0% | -19% | 8% | -4% |
| 10 | OC(COc1cc(Cl)c(Cl)cc1Cl)CN1CCN(c2ncccn2)CC1 (stereo unspecified) | -40% | 6% | -2%[57.1 µM] | 10% | -24% | 2% | -19% | -12% | -8% |

7 compounds from above with just APEX1 inh and Pol iota inh.
nr	structure	APEX1 inh	Pol iota inh
9	N/C(COc1ccccc1)=N\NC(=O)c1cccnc1Oc1ccccc1	0%	-4%
6	COc1ccccc1CNC(=O)[C@H](C)NC(=O)C1CCN(C(=O)[C@@H](N)Cc2ccccc2)CC1	42%	20%
7	CCOC(=O)c1cnc2cc(-c3ccc(C)cc3)nn2c1-c1ccccc1	-3%	-1%
2	COCCCNC(=O)C(=O)Nc1c2c(nn1-c1cccc(Cl)c1)CSC2	nt	21%
1	C/C(=N\NC(=O)c1nnn(-c2nonc2N)c1-c1ccc2c(c1)OCO2)c1ccccc1	-8%	19%
8	Cc1cc(C(F)(F)F)nn1Cc1n[nH]c(=S)n1Cc1ccccc1	3%	8%
5	COc1ccc(/C=N\NC(=O)c2ccc(F)cc2)cc1COc1ccccc1C(N)=O	7%	18%

Three records picked at random from the list so far:
| cpd | SMILES | G9a block | Pol iota inh | POLB inh | BAZ2B block | Pol eta inh | APEX1 inh | Apoferritin bind | POLK inh | BLM inh |
| --- | --- | --- | --- | --- | --- | --- | --- | --- | --- | --- |
| 1 | C/C(=N\NC(=O)c1nnn(-c2nonc2N)c1-c1ccc2c(c1)OCO2)c1ccccc1 | -1%[0.0925 µM] | 19% | 3% | -1% | 8% | -8% | -14% | -8% | 1% |
| 6 | COc1ccccc1CNC(=O)[C@H](C)NC(=O)C1CCN(C(=O)[C@@H](N)Cc2ccccc2)CC1 | 1% | 20% | -24% | -26% | -14% | 42% | -4% | 6% | -1% |
| 8 | Cc1cc(C(F)(F)F)nn1Cc1n[nH]c(=S)n1Cc1ccccc1 | 1.8µM* | 8% | 14% | 5% | -14% | 3% | -8% | 13% | 2% |

Next section:
| cpd | SMILES | G9a block | Pol iota inh | POLB inh | BAZ2B block | Pol eta inh | APEX1 inh | Apoferritin bind | POLK inh | BLM inh |
| --- | --- | --- | --- | --- | --- | --- | --- | --- | --- | --- |
| 11 | CCOc1ccc(C(=O)n2cnnc2N)cc1 | -26%[59 µM] | 24% | 3% | -1% | -2% | 13% | 6% | -6% | -4% |
| 12 | N#Cc1ccc(C(=O)NN2C(=O)NC3(CCCCC3)C2=O)cc1 | 56µM* | 13% | nt | -5% | -5% | 10% | nt | -9% | nt |
| 13 | Cc1cc(C)cc(N(C(=O)Cn2nnc3ccccc32)C(C(=O)NCc2ccco2)c2ccncc2)c1 (stereo unspecified) | ? | -8% | -1% | -3% | -21% | 1% | ? | -7% | -2% |
| 14 | COc1ccccc1C(=O)NCCc1nc2ccccc2n1C | ? | 60%[activator] | 17% | 2% | -15% | 17% | -9% | 0% | -1% |
| 15 | O=C(Nc1ccnn1C1CCN(C(=O)CCc2ccc(F)cc2)CC1)C1CCOC1 (stereo unspecified) | -4% | 17% | 10% | -33% | -11% | 23% | -4% | -9% | -2% |
| 16 | Cc1ccc(N2C(=O)c3ccccc3C2C(=O)c2ccc(O)cc2O)cc1 (stereo unspecified) | ? | 11µM* | 35µM* | 28µM* | 79µM* | 6.3µM* | -8% | 11µM* | 3% |
| 17 | Cc1ccc(C)c(S(=O)(=O)N2CCCOC2CNC(=O)C(=O)NCc2ccncc2)c1 (stereo unspecified) | -1% | -2% | 7% | -12% | -3% | -2% | -4% | 11%[60.1 µM] | -6% |
| 18 | CCOC(=O)CC1C(=O)NCCN1S(=O)(=O)c1ccccc1 (stereo unspecified) | 16% | 2% | 21% | 3% | -6% | 2% | -9% | -16% | -4% |
| 19 | COC(=O)c1ccc(CNC(=O)c2ccc3c(c2)NC(=O)CS3)cc1 | -19%[59 µM] | 36%[activator] | nt | 13% | -16% | -1% | nt | -6% | nt |
| 20 | COc1ccc(-c2cc3ncc(C(=O)c4cc([N+](=O)[O-])ccc4O)cn3n2)cc1 | 5%[59 µM] | -19% | -11% | -26% | 0% | nt | -4% | 7% | -6% |
| 21 | COc1ccc(C(=O)NCCS(=O)(=O)N2CCc3ccccc3C2)cc1OC | -8%[0.501 µM] | 21% | nt | -1% | -23% | -5% | nt | 0% | nt |
| 22 | COc1cccc(CCNC(=O)c2cc(COc3c(F)cccc3F)on2)c1 | nt | -3% | 31%[activator] | 3% | -2% | -13% | -26% | -8% | -8% |
| 23 | COC(=O)c1cc(NC(=O)CCc2c(C)nc3c4c(C)cc(C)nc4nn3c2C)cc(C(=O)OC)c1 | 6%[59 µM] | -16% | 2% | -3% | -8% | nt | -13% | -19% | -18% |
| 24 | O=C(N/N=C\c1ccc(F)cc1)c1ccc(F)cc1 | -29% | 120%[activator] | 7% | nt | -18% | -3% | 0% | -3% | 3% |
| 25 | NS(=O)(=O)c1ccc(CCNC(=O)C2CCCCC2)cc1 | -29% | 20% | 4% | -5% | -8% | -2% | -3% | 0% | 1% |
| 26 | CCOc1ccc(NC(=O)CCN2CCN(C)CC2)cc1 | -2% | 105%[activator] | 10% | 2% | -18% | 17% | -4% | -1% | -5% |
| 27 | CCOc1ccc(N2C(=O)CC(N3CCOCC3)C2=O)cc1 (stereo unspecified) | 8%[59 µM] | -6% | 4% | 5% | -3% | -3% | -5% | -8% | -10% |
| 28 | Cc1ccc(S(=O)(=O)NN=Cc2ccc(N3CCOCC3)cc2)cc1[N+](=O)[O-] | nt | -24% | nt | nt | -7% | 13% | nt | -19% | nt |
| 29 | COc1ccc(C)cc1NC(=O)C(c1ccccc1)N1CCN(CC(=O)NC2CC2)CC1 (stereo unspecified) | ? | ? | nt | -23% | -18% | 44% | nt | -9% | nt |
| 30 | COc1cc2[nH]c(=O)c(C(=O)NCCCN3CCCCC3)c(O)c2cc1OC | ? | ? | -6% | -4% | -3% | -8% | -15% | -22% | 1% |
| 31 | COc1ccc(NC(=O)c2ccc(C#N)cc2)cc1NS(=O)(=O)c1ccc(F)cc1 | 8.9µM* | 12% | 1% | -1% | ? | 4% | -4% | -7% | -2% |
| 32 | CC(CCc1ccccc1)NC(=O)c1ccc(-n2cncn2)c([N+](=O)[O-])c1 (stereo unspecified) | -7%[2.33 µM] | 53%[activator] | nt | 0% | -24% | 21% | nt | -5% | nt |
| 33 | CCCNC(=O)C(Cc1ccccc1)NS(=O)(=O)c1ccc2c(c1)CCC(=O)N2 (stereo unspecified) | 18% | -3% | 12% | -3% | -7% | 3% | 2% | 20% | 1% |
| 34 | CC1(C)CC(=O)c2cn3nc(C(F)(F)F)nc3nc2C1 | -5%[12.7 µM] | -10% | -2% | -2% | -10% | 0% | -12% | -6% | -2% |
| 35 | CCOC(=O)c1ccc(NC(=O)CCCn2c(=O)c3cccn3c3ccccc32)cc1 | 6%[59 µM] | 36%[activator] | -5% | 2% | -15% | nt | -8% | -4% | -2% |
| 36 | O=C(CCN1C(=O)/C(=C/c2ccccc2Cl)SC1=S)NNC(=O)c1ccccc1O | -7% | ? | 3% | -15% | -21% | -3% | 1% | -4% | -3% |
| 37 | CCCCCC(=O)Nc1ncc2c(n1)CC(c1cccs1)CC2=O (stereo unspecified) | nt | 0% | 3% | -1% | -7% | 9% | -11% | 15% | -7% |
| 38 | COc1ccc(OCC(=O)N/N=C(\C)CC(=O)Nc2ccc(OC)cc2[N+](=O)[O-])cc1 | -45% | 22% | 25% | nt | -9% | -4% | ? | 0% | -3% |
| 39 | CN1CCC(N(C)C(=S)NC(=O)c2cc(-c3cccc(Br)c3)nc3ccccc23)CC1 | ? | 60%[activator] | -11% | ? | -4% | 3% | -19% | -6% | 1% |
| 40 | COc1ccc(S(N)(=O)=O)cc1C(=O)NC1CCCc2ccccc21 (stereo unspecified) | -10% | 2% | ? | 12% | -17% | 1% | 0% | -3% | -1% |
| 41 | Cc1ccc(S(=O)(=O)c2nc(-c3ccco3)oc2SCC(=O)NCC2CCCO2)cc1 (stereo unspecified) | ? | 46%[activator] | -20% | 7% | -13% | -5% | -4% | -4% | 0% |
| 42 | Cc1ccc(S(=O)(=O)c2nc(S(C)(=O)=O)sc2N(C)Cc2ccccc2)cc1 | -33%[59 µM] | ? | 25% | -19% | -15% | nt | ? | -3% | -6% |
